# Screening data: PubChem, several laboratories
# eIF4E 4G PPI – eIF4E–eIF4G protein interaction inhibitors, primary screen, biochemical, uHTS, TR-FRET, eIF4GI fragment | TR-FRET eIF4E-eIF4GI(517-606) binding, 2 h | inhibition, % at 21.7 µM | hit rate 0.37% among 220,000 | AID 782, 2007;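 active means inhibition above about 30%, limit read from the data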;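 further: 0% = full FRET control wells and 100% = background wells lacking eIF4GI fragment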
# Target sequence (P63073 whole entry, looked up, the tested form may be a part): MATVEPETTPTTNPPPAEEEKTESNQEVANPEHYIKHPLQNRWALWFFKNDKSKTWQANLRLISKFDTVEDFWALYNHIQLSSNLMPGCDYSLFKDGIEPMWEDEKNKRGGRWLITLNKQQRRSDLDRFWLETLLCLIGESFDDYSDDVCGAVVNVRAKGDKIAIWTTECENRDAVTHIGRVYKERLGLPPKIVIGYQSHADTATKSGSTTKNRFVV
# Target sequence (Q04637 whole entry, looked up, the tested form may be a part): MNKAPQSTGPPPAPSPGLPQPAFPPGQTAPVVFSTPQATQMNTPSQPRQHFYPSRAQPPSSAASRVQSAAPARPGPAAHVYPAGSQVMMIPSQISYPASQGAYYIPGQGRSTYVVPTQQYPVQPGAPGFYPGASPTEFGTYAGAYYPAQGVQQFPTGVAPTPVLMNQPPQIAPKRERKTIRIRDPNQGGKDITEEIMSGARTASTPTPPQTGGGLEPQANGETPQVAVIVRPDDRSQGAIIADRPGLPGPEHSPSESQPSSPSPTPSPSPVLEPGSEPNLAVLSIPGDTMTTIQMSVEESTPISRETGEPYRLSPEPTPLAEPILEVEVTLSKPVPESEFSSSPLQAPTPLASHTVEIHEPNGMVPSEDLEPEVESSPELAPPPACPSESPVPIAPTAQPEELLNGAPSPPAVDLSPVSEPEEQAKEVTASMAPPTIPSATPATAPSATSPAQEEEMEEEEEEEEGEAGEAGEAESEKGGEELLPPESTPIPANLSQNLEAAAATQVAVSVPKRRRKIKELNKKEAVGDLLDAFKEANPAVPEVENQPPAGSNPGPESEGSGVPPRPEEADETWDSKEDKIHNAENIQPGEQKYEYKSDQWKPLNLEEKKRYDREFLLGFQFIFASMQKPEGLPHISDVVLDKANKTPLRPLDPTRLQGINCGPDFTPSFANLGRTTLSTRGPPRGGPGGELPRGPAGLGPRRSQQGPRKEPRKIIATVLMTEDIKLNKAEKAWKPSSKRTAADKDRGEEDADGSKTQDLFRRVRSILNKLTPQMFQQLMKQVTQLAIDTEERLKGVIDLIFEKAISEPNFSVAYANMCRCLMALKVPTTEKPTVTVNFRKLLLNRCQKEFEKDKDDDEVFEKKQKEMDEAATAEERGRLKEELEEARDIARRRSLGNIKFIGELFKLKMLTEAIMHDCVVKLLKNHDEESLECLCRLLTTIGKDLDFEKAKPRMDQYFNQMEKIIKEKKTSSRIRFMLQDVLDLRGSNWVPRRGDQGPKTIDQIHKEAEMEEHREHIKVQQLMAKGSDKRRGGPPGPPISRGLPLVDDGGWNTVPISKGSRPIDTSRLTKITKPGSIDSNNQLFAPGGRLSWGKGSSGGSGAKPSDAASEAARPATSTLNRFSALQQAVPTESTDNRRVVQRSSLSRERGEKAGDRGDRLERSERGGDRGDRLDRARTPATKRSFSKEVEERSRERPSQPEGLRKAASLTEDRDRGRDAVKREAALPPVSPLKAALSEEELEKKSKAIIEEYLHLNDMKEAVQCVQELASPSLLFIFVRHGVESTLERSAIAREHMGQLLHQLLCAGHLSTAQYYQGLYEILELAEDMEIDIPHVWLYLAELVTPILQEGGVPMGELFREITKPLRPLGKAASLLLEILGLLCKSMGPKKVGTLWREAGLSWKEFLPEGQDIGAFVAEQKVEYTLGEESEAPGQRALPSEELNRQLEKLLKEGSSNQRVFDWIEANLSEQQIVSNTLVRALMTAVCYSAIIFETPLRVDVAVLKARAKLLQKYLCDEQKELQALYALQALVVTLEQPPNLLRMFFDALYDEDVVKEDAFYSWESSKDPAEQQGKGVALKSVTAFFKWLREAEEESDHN
# EP2 modulator – EP2 receptor modulators, cAMP readout, primary screen, cell-based, HTRF cAMP, PGE2 stimulation; Prostaglandin E2 receptor EP2 subtype (Homo sapiens), P43116; EP2-expressing cells, cAMP HTRF FRET, PGE2 co-stimulation; induction, % at 25 µM; hit rate 0.83% among 260,000;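 active means compounds whose cAMP rise, as percent of the full-agonist control response, exceeds 60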;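 further: rat C6 glioma line stably carrying human EP2 under a CMV promoter; the protocol text gives 20 µM as final concentration; 100% = response of wells given 1 µM PGE2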
# EP2 antag – human EP2 receptor antagonists, primary screen, TR-FRET cAMP, C6 glioma cells; Prostaglandin E2 receptor EP2 subtype (Homo sapiens), P43116; C6 glioma cells expressing human EP2; cells stimulated with saturating PGE2; inhibition, % at 25 µM; hit rate 0.52% among 260,000;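 active means percent inhibition above 40 after rounding to a whole number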;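 further: rat C6 glioma host cells with rolipram phosphodiesterase inhibitor present; the protocol text gives 20 µM as final concentration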
# 14-3-3 Bad inh – inhibitors of 14-3-3 zeta/Bad binding, primary screen, biochemical, TR-FRET, bovine 14-3-3 zeta | hit rate 0.71% among 220,000 | inhibition, % at 21.7 µM | TR-FRET 14-3-3zeta/Dy647-pBad peptide displacement, 1 h | AID 781, 2007 | 14-3-3 protein zeta/delta (Bos taurus), P63103;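 active means inhibition above about 70%, limit read from the data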;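 further: 0% = full 14-3-3 plus peptide FRET controls and 100% = background without 14-3-3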
# Rad51 HR inh – human RAD51 strand exchange inhibitors, primary screen, biochemical, fluorescence. DNA repair protein RAD51 homolog 1 (Homo sapiens), Q06609. hRad51 DNA strand exchange, fluorescence dequenching. inhibition, % at 10 µM. hit rate 0.085% among 200,000;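 active means inhibition above 40% at the single screening dose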;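 further: 0% = DMSO control wells and 100% = blanks with heterologous ssDNA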
#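 System: human Rad51 nucleoprotein filaments preassembled on unlabelled ssDNA. Reagent: labelled 47-mer dsDNA for strand exchange. Schedule: 30-min compound preincubation and 15-min exchange, both room temperature. Measured by: FRET fluorescence dequenching, excitation 485 nm, emission 520 nm. Read-out: Fluorescence-based percent inhibition, control- and blank-normalised. Benchmarks: plate controls and plate blanks.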
# zVAD death inh – inhibitors of zVAD-triggered necroptosis, primary screen, L929 cells; viability rescue, % at 10 µM; AID 1377, 2008; hit rate 0.38% among 220,000; L929 zVAD necroptosis rescue, ATP luminescence, 24 h; with zVAD 60 µM;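 active means activation, scaled between plate controls, above about 75%, limit read from the data; inactive means activation under that limit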;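 further: 0% = zVAD with DMSO and 100% = DMSO alone without zVAD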
# TbHK1 inh – Trypanosoma brucei hexokinase 1 inhibitors, primary screen, biochemical, G6PDH-coupled NADH absorbance, MLSCN library; inhibition, % at 10 µM; hexokinase 1 [Trypanosoma brucei]; AID 1430, 2008; hit rate 0.11% among 220,000; recombinant TbHK1, G6PDH-coupled NADH A340;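 active means inhibition of 50% or more in the single-dose primary screen; inactive means inhibition below 50%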
# Hck-Nef inh – inhibitors of Nef-activated human Hck kinase, primary screen, biochemical, Z-Lyte FRET, 384-well, Hck-YEEI; Tyrosine-protein kinase HCK (Homo sapiens), P08631; Recombinant Hck-YEEI plus Nef, Z-Lyte FRET kinase assay; inhibition, % at 20 µM; hit rate 0.68% among 220,000; AID 463187, 2010;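 active means Hck-Nef kinase inhibition above about 50%, limit read from the data; inactive means inhibition below that limit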;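 further: 0% = DMSO with Hck plus Nef and 100% = Hck alone without Nef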
# Calpain2 inh – inhibitors of pig calpain II, primary screen, biochemical, fluorogenic peptide substrate, 1536-well; AID 1236, 2008; purified calpain II, 30 min; inhibition, % at 16 µM; hit rate 0.37% among 220,000;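 active means inhibition above about 50%, limit read from the data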
# An asterisk follows results filed as active; . = not tested or not shown; [ ] = another dose, or the depositor's remark.
SMILES,eIF4E 4G PPI,EP2 modulator,EP2 antag,14-3-3 Bad inh,Rad51 HR inh,zVAD death inh,TbHK1 inh,Hck-Nef inh,Calpain2 inh
CC(=O)OCc1cc2cccc(C)c2[nH]c1=O,-1[fluorescence artefact?],-4,11,-4,-2,0.1,-12,-1,-31
COc1ccc(OC)c(/C(O)=C/C(=O)C(=O)Nc2ccccc2OC)c1,-2,-2,11,14,-2,0.1,-19,-2,-73
Cc1ccccc1NC(=O)c1cc([N+](=O)[O-])ccc1NCCN1C(=O)CCC1=O,2,-3,5,-1,.,-0.1,-26,-12,31
O=C(Cn1nc(C(=O)O)c2ccccc2c1=O)NCCC1=CCCCC1,-3,5,14,-9,7,6.8,0,1,-49
COc1ccc(Cl)cc1NC(=O)CS(=O)(=O)c1cccc2nsnc12,0,13,1,-11,4,1.0,-2,2,-18
CCOC(=O)C1CCCN(C(=O)/C=C/c2ccccc2[N+](=O)[O-])C1 (stereo not drawn),14[fluorescence artefact?],0,3,-12[fluorescence artefact?],8,0.2,28,5,-7
CC(C)NC1CS(=O)(=O)CC1O (stereo not drawn),-8,19,21,-7,1,0.7,-6,-4,-2
COc1ccc(-c2cc(C3CCN(C(=O)OC(C)(C)C)CC3)[nH]n2)cc1,0,-34,7,-2,.,22,-13,-2,-10
COc1ccc([C@@]2(O)c3c(ccc(CC=C(C)C)c3O)NC(=O)[C@@H]2OC)cc1,-17,21,16,-2,-8,0.5,-14,29,-18
CCOc1c2ccc(C(=O)NCc3ccco3)cc2nn1CCOC,-1,-8,6,-5,13,0.1,3,1,-473
O=C(CSc1ncn[nH]1)Nc1c(F)cc(F)cc1Br,-6,2,.,-15,.,0.0,7,-11,6
O=C1OCCN1C(=O)[C@H]1[C@H](c2ccc([N+](=O)[O-])cc2)C(c2cccc(Cl)c2)=NN1c1ccccc1,4[fluorescence artefact?],-10,11,8,-8,-1.7,-17,-10,-31
Cc1ccc(O)c(NC(=S)NC(=O)/C=C/c2ccco2)c1,-1,-85,6,-10,-29,2.1,-12,75*,-1
Cc1ccc2cc(/C=N/NC(=O)[C@@H]3CCCN3)c(Cl)nc2c1,-4,25,8,-5,4,-0.1,-31,19,-25
CC(C)c1ccc2[nH]c(O)c(N=NC(=O)c3cccc(S(=O)(=O)Nc4ccc(Cl)cc4)c3)c2c1,6,7,2,0,-29,0.0,-14,3,5
C/C=C/c1ccc(OCC(=O)OCc2csc(Nc3ccc(C)cc3)n2)c(OC)c1,-1[fluorescence artefact?],-40,7,-1[fluorescence artefact?],-1,-0.3,9,3,-6
C#CCn1c(=NC(=O)CN2C(=O)CCC2=O)sc2cc(S(N)(=O)=O)ccc21,2[fluorescence artefact?],13,2,-13,1,1.9,2,2,-11
O=[N+]([O-])c1cnc2nc(-c3ccncc3)nn2c1O,2,60,4,4,9,1.7,-21,24,28
Cc1ccc(CN2CCN(Cc3ccccn3)CC2CCO)cc1 (stereo not drawn),-3,-14,7,-13,-1,1.7,-4,19,-8
CCCN1CCC(=O)N([C@H](CSc2ccc(OC)cc2)Cc2ccccc2)CC1,-5,-17,15,-2,-3,-0.1,-4,22,29
COc1ccc(C(=O)N2CCC(C(=O)Nc3ccccc3OC)CC2)cc1,-8,-1,3,-5,-2,-0.2,-4,0,-4
Cc1cccc(C)c1NC(=O)COC(=O)c1ccccc1[N+](=O)[O-],2,5,6,-15,5,2.6,-3,19,-20
COc1ccc(-c2cc(C(=O)Nc3cc(C)n(Cc4ccc(Cl)cc4)n3)no2)cc1OC,0,2,7,7,1,2.1,-17,3,-166
CCCCCC(=O)Nc1nnn(CCC)n1,4,-10,4,-22,1,0.1,6,-21,16
Cc1c(N=c2c(=O)c3ccccc3c2=O)c(=O)n(-c2ccccc2)n1C,-5[fluorescence artefact?],-13,5,8[fluorescence artefact?],15,.,.,.,-10
# Remaining list, next part:
SMILES,eIF4E 4G PPI,EP2 modulator,EP2 antag,14-3-3 Bad inh,Rad51 HR inh,zVAD death inh,TbHK1 inh,Hck-Nef inh,Calpain2 inh
CCOC(=O)c1[nH]c(C)c(C(=O)NCC2CCCO2)c1C (stereo not drawn),-1,16,13,19[fluorescence artefact?],-2,0.0,-1,-1,1
Cc1ccc(NP(=O)(c2ccc(N(C)C)cc2NC(=O)c2cccs2)N2CCOCC2)cc1Cl (stereo not drawn),2,6,7,-10,-5,1.7,-16,-1,6
CCOC(=O)C1=C(N)N2C(=O)C(C)SC2=C(C(=O)OC)C1c1cccc(OC)c1 (stereo not drawn),-7,38,3,1,-12,-1.1,-23,-1,-27
COc1ccc(C(=O)C2CCCN(C(=O)c3cnsn3)C2)c(C)c1 (stereo not drawn),-2,-56,10,2,-4,0.3,-6,23,-26
O=C1c2cccc3cccc(c23)C(=O)N1c1nncs1,-2,14,12,-12[fluorescence artefact?],-9,1.7,-19,-6,-39
CCC(CC)n1[nH]c(=O)c2c(C)cc(C)nc21,-2,8,12,-21,-6,-0.3,0,1,-11
CCCn1c(=O)c2ccccc2n2c(SCCOc3ccc(C)cc3)nnc12,-6,15,21,10,0,3.4,-9,-5,20
COc1cc(/C=C2/SC(=NCc3ccccc3)N(Cc3ccccc3)C2=O)ccc1O,-2,45,15,8,-58,2.0,-22,-1,-8
Cc1ccc(OCC(=O)N2CCc3ccccc32)cc1,1,-16,3,-12[fluorescence artefact?],5,-0.5,27,-5,5
CCOc1ccc(OCc2cccc(C(=O)N3CCOCC3)c2)cc1,0,17,.,12,.,0.7,-1,0,33
O=C(Oc1ccc2ccc(O)cc2c1)C1CCCCC1,4,14,7,0,10,9.3,4,-4,1
CCC1CCCCN1S(=O)(=O)c1ccc(C(=O)Nc2nnc(-c3cccs3)o2)cc1 (stereo not drawn),0[fluorescence artefact?],12,.,9,.,1.6,4,-1,-68
CSc1cccc(CN2CCN(Cc3ccc(F)c(F)c3)C(CCO)C2)c1 (stereo not drawn),1,-25,5,-16,22,1.3,3,-1,7
CCc1c(C)nc(SCC(=O)Nc2ccc3c(c2)OCCO3)[nH]c1=O,-1,1,7,7,3,23,4,18,22
Cc1ccnc(N2CCCC(C(=O)NCc3cccs3)C2)n1 (stereo not drawn),-2,34,7,6,6,0.4,2,6,-36
O=C(COC(=O)c1ccc(F)c(S(=O)(=O)N2CCCCC2)c1)NCc1ccc(F)cc1,4,-29,7,-14,0,2.4,2,25,11
COc1ccc(-c2nnn(Cc3ccccc3F)n2)cc1,1,-22,12,0[fluorescence artefact?],-10,-0.1,1,4,-7
COC(=O)C1=C(C)N(c2ccc(S(N)(=O)=O)cc2)C(=O)C1,4,33,17,0,-6,-0.2,-6,-9,3
Cc1cccc(N2CCN(C(=O)C3COc4ccccc4O3)CC2)c1C (stereo not drawn),5,-15,7,-1,1,1.5,-8,1,4
COc1cccc(NC(=O)NCc2ccc(F)cc2)c1,0,-21,3,26,-5,2.0,8,17,30
COC(=O)Nc1[nH]ncc1[N+](=O)[O-],4,29,14,-6,7,7.8,-6,13,-26
O=C(/C=C/c1ccccc1)c1cc(Br)ccc(=O)c1O,8[fluorescence artefact?],-40,31,10[fluorescence artefact?],1,0.1,-10,8,-16
Cc1cccc(N2CCN(Cc3nc(-c4ccc(F)cc4F)oc3C)CC2)n1,3,-3,6,-4,.,0.3,-6,-7,17
Cn1c2c(c(=O)n(C)c1=O)C(c1ccccc1F)C(C#N)=C(N)O2 (stereo not drawn),1,10,8,-22,-3,6.7,0,25,-30
O=S(=O)(Cc1ccccc1Cl)N1CCCC1,0,22,1,1,.,-0.1,-8,11,-27
COC(=O)C(NS(=O)(=O)c1ccc(F)cc1)c1ccccc1 (stereo not drawn),3,25,8,-10,30,-0.2,-1,-1,0
COc1ccc(S(=O)(=O)N2CCC(C(=O)NCCc3ccccc3)CC2)cc1OC,10,2,6,-5,.,0.3,-4,4,-31
CCN(CC)S(=O)(=O)c1ccc(C(=O)N2CCN(CCN3C(=O)c4cccc5cccc(c45)C3=O)CC2)cc1,-3,-6,10,-5,-56,3.4,-4,21,-24
O=C(OCCN1C(=O)c2ccccc2C1=O)c1cnccn1,1,9,1,1,-3,0.3,51*,4,-34
CCn1nnnc1SCC(=O)Nc1ccc2c(c1)OCCO2,-5,7,15,2,-4,0.1,1,-9,-2

# In the list so far, 8 have fluorine.
SMILES,eIF4E 4G PPI,EP2 modulator,EP2 antag,14-3-3 Bad inh,Rad51 HR inh,zVAD death inh,TbHK1 inh,Hck-Nef inh,Calpain2 inh
O=C(CSc1ncn[nH]1)Nc1c(F)cc(F)cc1Br,-6,2,.,-15,.,0.0,7,-11,6
CSc1cccc(CN2CCN(Cc3ccc(F)c(F)c3)C(CCO)C2)c1 (stereo not drawn),1,-25,5,-16,22,1.3,3,-1,7
O=C(COC(=O)c1ccc(F)c(S(=O)(=O)N2CCCCC2)c1)NCc1ccc(F)cc1,4,-29,7,-14,0,2.4,2,25,11
COc1ccc(-c2nnn(Cc3ccccc3F)n2)cc1,1,-22,12,0[fluorescence artefact?],-10,-0.1,1,4,-7
COc1cccc(NC(=O)NCc2ccc(F)cc2)c1,0,-21,3,26,-5,2.0,8,17,30
Cc1cccc(N2CCN(Cc3nc(-c4ccc(F)cc4F)oc3C)CC2)n1,3,-3,6,-4,.,0.3,-6,-7,17
Cn1c2c(c(=O)n(C)c1=O)C(c1ccccc1F)C(C#N)=C(N)O2 (stereo not drawn),1,10,8,-22,-3,6.7,0,25,-30
COC(=O)C(NS(=O)(=O)c1ccc(F)cc1)c1ccccc1 (stereo not drawn),3,25,8,-10,30,-0.2,-1,-1,0

# Just TbHK1 inh and EP2 modulator (two entries from above):
mol	TbHK1 inh	EP2 modulator
O=S(=O)(Cc1ccccc1Cl)N1CCCC1	-8	22
COC(=O)C(NS(=O)(=O)c1ccc(F)cc1)c1ccccc1 (stereo not drawn)	-1	25

# An excerpt; rates above refer to the full screens.
